# Screens: PubChem, Sanford-Burnham Center for Chemical Genomics
# EphA4 KYL inhibition = EphA4 ligand-binding antagonists – biochemical, colorimetric, mouse EphA4, primary screen (AID 689); EphA4-AP binding to KYL peptide, pNPP A405; higher % means a stronger effect; inhibition, % at 10 µM; hits with a dose series show IC50 in µM; 62,000 tested, 0.1% active; in the data active = a potency from the dose series; inactive = the rest, 99 in 100 with inhibition below about 22%
# Active calls of the source: *.
# The first 17 records, ahead of the listing:
EphA4 KYL inhibition,compound
-8.7%,CC1C2CC(CC1(C)C)N(C(=O)Nc1ccc3nccnc3c1)C2 (stereo not given)
-9.6%,CCCC(O)(CCN1CCOCC1)c1ccc(Br)cc1 (stereo not given)
-7.7%,CCOC(=O)c1cc(C(=O)Nc2ccc(C)c(F)c2)nn1C
-15.3%,c1ccc(CNc2ccc3ccccc3n2)nc1
-7.6%,COC(=O)c1cc2n(n1)CCN(Cc1ccccc1Cl)C2=O
-12.0%,N#Cc1nc(-c2ccc(F)cc2)oc1NCc1ccccc1
-14.4%,N=c1c2c(-c3ccccc3)c(-c3ccccc3)n(Cc3ccccc3)c2ncn1CCO
-0.3%,COc1ccc2c(c1)CC/C2=N\OC(=O)c1cccc2ccccc12
-2.5%,CN(C)CCCNC(=O)Cc1ccc(Br)cc1
-18.7%,CCOC(=O)CNC(=O)CCCCCC(=O)NCC(=O)OCC
1.1%,CC(C)n1c(SCc2ccc(Cl)cc2)nc2c1c(=O)[nH]c(=O)n2C
-17.5%,CCCn1c(SCC(=O)NC2CCCC(C)C2C)n[nH]c1=O (stereo not given)
25.2%,CC(=O)CC(=O)NCc1ccc(Cl)cc1
1.3%,CC12CC3(C)CC(C)(C1)CC(C(=O)Nc1nn[nH]n1)(C2)C3
2.2%,Cc1ccc(C(=O)N/C(=C\c2cccc([N+](=O)[O-])c2)C(=O)NCc2ccncc2)cc1
17.9%,CCCC(=O)NC(c1cccc([N+](=O)[O-])c1)c1c(O)ccc2ccccc12 (stereo not given)
-8.1%,O=C(Cc1cccs1)N(Cc1ccco1)C1(C(=O)NC2CCCCC2)CCCCC1

# Main list, repeating the preview:
EphA4 KYL inhibition,compound
-8.7%,CC1C2CC(CC1(C)C)N(C(=O)Nc1ccc3nccnc3c1)C2 (stereo not given)
-9.6%,CCCC(O)(CCN1CCOCC1)c1ccc(Br)cc1 (stereo not given)
-7.7%,CCOC(=O)c1cc(C(=O)Nc2ccc(C)c(F)c2)nn1C
-15.3%,c1ccc(CNc2ccc3ccccc3n2)nc1
-7.6%,COC(=O)c1cc2n(n1)CCN(Cc1ccccc1Cl)C2=O
-12.0%,N#Cc1nc(-c2ccc(F)cc2)oc1NCc1ccccc1
-14.4%,N=c1c2c(-c3ccccc3)c(-c3ccccc3)n(Cc3ccccc3)c2ncn1CCO
-0.3%,COc1ccc2c(c1)CC/C2=N\OC(=O)c1cccc2ccccc12
-2.5%,CN(C)CCCNC(=O)Cc1ccc(Br)cc1
-18.7%,CCOC(=O)CNC(=O)CCCCCC(=O)NCC(=O)OCC
1.1%,CC(C)n1c(SCc2ccc(Cl)cc2)nc2c1c(=O)[nH]c(=O)n2C
-17.5%,CCCn1c(SCC(=O)NC2CCCC(C)C2C)n[nH]c1=O (stereo not given)
25.2%,CC(=O)CC(=O)NCc1ccc(Cl)cc1
1.3%,CC12CC3(C)CC(C)(C1)CC(C(=O)Nc1nn[nH]n1)(C2)C3
2.2%,Cc1ccc(C(=O)N/C(=C\c2cccc([N+](=O)[O-])c2)C(=O)NCc2ccncc2)cc1
17.9%,CCCC(=O)NC(c1cccc([N+](=O)[O-])c1)c1c(O)ccc2ccccc12 (stereo not given)
-8.1%,O=C(Cc1cccs1)N(Cc1ccco1)C1(C(=O)NC2CCCCC2)CCCCC1
-4.3%,C/C(=N/NC(=O)c1ccccc1)C1CC1
-10.5%,COc1cc(C(=O)N2CCN(c3cccc(Cl)c3)CC2)c([N+](=O)[O-])cc1OC
-8.6%,CC1CCCCN1CCNC(=O)c1cc2c(-c3ccccc3F)nn(C)c2s1 (stereo not given)
-3.1%,O=C(Nc1cc2c3c(c1)C1CCCC1CN3CC1CCCC21)c1ccccc1 (stereo not given)
-14.9%,CCOC(=O)c1sc(NC(=O)c2cc3c(C)nn(-c4ccccc4)c3s2)nc1C
-18.4%,CN1CCCC(OC(=O)c2cc(Br)ccc2Cl)C1 (stereo not given)
1.9%,O=C(Cn1cnc2c(cnn2-c2ccc(F)cc2)c1=O)NCc1ccco1
22.1%,Cc1ccc(-c2csc(NC(=O)c3ccno3)n2)cc1
-3.9%,Cc1sc(NC(=O)C2CCCCC2C(=O)O)c(C(N)=O)c1-c1ccc(C(C)C)cc1 (stereo not given)
-8.6%,Cc1ccc(NC2=C([N+](=O)[O-])CS(=O)(=O)C2)cc1
-8.2%,CCC(C)[C@H](Nc1nc(-c2ccccc2)nc2c1oc1ccccc12)C(=O)O (stereo not given in full)
-4.1%,COc1ccc(-c2cn3cc(C)ccc3n2)cc1Br
-9.4%,CC(C)Cc1nc2oc3c(=O)[nH]cnc3c2c2c1CCC2
-10.0%,CCCCC1CC(/C(C)=N/NC(N)=O)OC1=O (stereo not given)
-7.8%,CC(C)C(NS(=O)(=O)c1ccc2c3c(cccc13)C(=O)N2)C(=O)O (stereo not given)
5.9%,CCOC(=O)C1C(=O)NCC1c1ccccc1 (stereo not given)
-11.3%,Fc1ccc(C2=Nn3c(nnc3-c3n[nH]c4c3CCC4)SC2)cc1
-19.4%,CN(C)S(=O)(=O)c1cc(C(=O)O)c(NC2CCCCC2)cc1Cl
-3.5%,O=C(c1cccs1)N1CCN(Cc2cccnc2)CC1
-9.1%,COC(=O)c1ccc(C(=O)OC)c(NC(=O)CSCc2ccc(Br)cc2)c1
-6.2%,CC(C)CC(C(=O)NCC1CCCO1)N(C(=O)Cn1nnc(-c2ccc(F)cc2)n1)c1cccc(C(F)(F)F)c1 (stereo not given)
-10.7%,CC1CCCN(CN2C(=O)C(=O)c3cc(Br)ccc32)C1 (stereo not given)
-9.8%,O=C(O)/C=C1\NC(=O)c2ccccc21
-5.0%,COc1ccc(OC)c(C2NC(=O)NC3=Nc4ccccc4NC(c4ccccc4)=C32)c1 (stereo not given)
-16.9%,COc1ccc(S(=O)(=O)Cc2ccc(C(=O)NC3CCCC3)o2)cc1
-2.5%,O=C(OCC(=O)N1CCN(c2ccccc2)CC1)c1ccccn1
18.1%,CC(=O)c1cccc(NC(=O)N2CCCC2C(=O)Nc2c(C)cccc2C)c1 (stereo not given)
-2.0%,COc1cc(OC)c(Cl)cc1N
-2.1%,Cc1ccc(Sc2nc(C)cc(C)c2S(C)(=O)=O)cc1
-15.4%,CC(=O)c1cccc(NC(=O)C2CCN(S(=O)(=O)c3cccs3)CC2)c1
-4.3%,CO/N=C/c1ccc(N2CCN(C(=O)c3ccc(C)cc3)CC2)c([N+](=O)[O-])c1
-8.4%,O=C(CC(c1ccccc1)c1ccccc1O)NCCN1CCOCC1 (stereo not given)
4.3%,Cc1c(NC(=O)c2cccc(S(=O)(=O)N3CCOCC3)c2)c(=O)n(-c2ccccc2)n1C

# Additional results
EphA4 KYL inhibition,compound
-7.8%,CC(=O)NCN1CCN(CNC(C)=O)CC1
5.6%,CCOC(=O)c1c(C)[nH]c(C(=O)CN2C(=O)NC(CC)(c3ccccc3)C2=O)c1C (stereo not given)
-11.0%,N#CC1(c2ccccc2)CCC(=NO)CC1 (stereo not given)
16.4%,COc1ccc(OC)c(N2C(=O)[C@@H]3C(c4ccccc4Cl)=NO[C@@H]3C2=O)c1
0.6%,O=C(COc1ccccc1)NNc1c2ccccc2nc2ccccc12
-2.6%,Cc1ccccc1OCCc1c(C)n[nH]c1C
-14.8%,Cn1c(=O)cc(SCC(=O)N2CCCC2)c2ccc(Cl)cc21
-12.3%,CCN1CCN(C(=S)NCCc2ccccc2)CC1
-4.9%,CS(=O)(=O)N1CCN(c2c(Cl)cccc2[N+](=O)[O-])CC1
-6.1%,Cc1ccccc1NC(=O)c1ccc(F)c(S(=O)(=O)N2CCN(c3ccccn3)CC2)c1
-6.0%,CC(=O)COc1ccc2c3c(c(=O)oc2c1)CCCC3
-4.3%,CCOc1ccc2nc(NC(=O)CN3CCC(n4nnc5cc(C(F)(F)F)ccc54)CC3)sc2c1
-2.5%,Fc1cccc(Cl)c1Cc1noc(-c2ccc(Br)cc2)n1
-7.5%,O=C(/C(=C/c1ccccc1)c1ccccc1)N1CCCCC1
-14.9%,O=C(NCc1ccccn1)c1n[nH]c2ccccc12
-7.6%,O=C(O)CC(C(=O)O)n1nc(-c2ccccc2)cc1-c1ccccc1 (stereo not given)
-16.3%,Cc1ccc(C)c(NC(=O)CN(C)C(=O)CCN2C(=O)c3ccccc3C2=O)c1
-10.1%,CC(=O)Nc1ccc(NC(=S)NC(=O)c2ccco2)cc1
-21.1%,CCOc1ccccc1N(CC(=O)OC)S(=O)(=O)c1ccccc1
5.7%,O=C(/C=C/c1cccc(C(F)(F)F)c1)Nc1cccc(Cl)c1
-8.8%,COc1ccccc1NC(=O)c1ccc(Cl)c(S(=O)(=O)N2CCOCC2)c1
-10.7%,Cc1cccc(C)c1NC(=O)CS(=O)CC(=O)Nc1ccc(F)cc1F (stereo not given)
-8.0%,COc1ccc(OC)c(CCNC(=O)CC2Oc3ccc(C)cc3NC2=O)c1 (stereo not given)
-4.4%,Cc1cccc(C(=O)OCC(=O)Nc2nccs2)c1
0.8%,CC1CCN(C(=O)Cn2cc(C(=O)c3ccco3)c3ccccc32)CC1
1.5%,CC(C)CCn1c(Cc2ccccc2)nc2ccccc21
-8.3%,Cc1ccc(CCNC(=O)C2CCCN(S(=O)(=O)c3c(C)nn(C)c3C)C2)cc1 (stereo not given)
7.3%,Cc1ccc(-c2ccc(/C=N\NC(=O)c3cc4c(ccc5ccccc54)o3)o2)cc1[N+](=O)[O-]
0.7%,Cc1c(NC(=O)C(C)Sc2n[nH]c(N)n2)c(=O)n(-c2ccccc2)n1C (stereo not given)
10.3%,O=C(c1ccccc1Br)N1N=C(c2ccccc2)CC1(O)C(F)(F)F (stereo not given)
3.9%,COc1cc(/C=N/N2CCN(Cc3cccc4ccccc34)CC2)cc(Br)c1O
-3.3%,Cc1ccccc1OCC(=O)Nc1ccc(O)c(-c2nc3ccccc3o2)c1
4.7%,COC(=O)/C(=C/c1ccccc1)C(C)=O
5.3%,O=C(c1cc2c(s1)-c1ccccc1OC2)N1CCN(c2ccccc2)CC1
-2.2%,COc1ccc(NC(=O)C(NC(=O)OC(C)(C)C)C(C)OCc2ccccc2)cc1 (stereo not given)
-5.8%,CCOc1ccc(N(CC(=O)N2CCOCC2)S(=O)(=O)c2ccc(Cl)cc2)cc1
1.0%,O=C(Cn1cc[n+](CC(=O)c2ccccc2)c1)c1ccccc1
-1.3%,CCCCOC(=O)n1c(=S)oc2cc(Cl)ccc21
-0.3%,COc1cccc(-n2ccnc2SCC(=O)Nc2nccs2)c1
-3.2%,O=C(NC(Cc1c[nH]c2ccccc12)C(=O)O)c1ccco1 (stereo not given)
-3.1%,CC1(C)CC(NCc2ccc3c(c2)OCO3)CCO1 (stereo not given)
-8.9%,COC(=O)C1=C(N)Oc2cc(C)n(CCN3CCOCC3)c(=O)c2C1c1cccnc1 (stereo not given)
-17.3%,COc1ccc2nc(NC(=O)c3ccc(S(=O)(=O)N(C)C)cc3)sc2c1
-6.7%,Cc1cc(NC(=O)CCC(=O)N(c2ccc(F)cc2)C2(C(=O)NC3CCCCC3)CCCC2)no1
7.0%,CC(NC(=O)CCC(=O)NC(C)C1COc2ccccc2O1)C1COc2ccccc2O1 (stereo not given)
-5.5%,CCOC(=O)C1CCCN(C(=O)CCCn2nc(C)n3c(cc4sccc43)c2=O)C1 (stereo not given)
-16.2%,CC12CC3CC(C)(C1)CC(CN)(C3)C2
-5.1%,N=c1n(CCO)c2ccccc2n1CCOc1ccc(Cl)cc1Cl
30.5%,CCOc1ccc(C(=O)Nc2ccc(NC(=O)c3ccccc3)cc2)cc1[N+](=O)[O-]
-19.7%,COC(=O)c1cc(/C=C/c2ccccc2)on1

# Next part:
EphA4 KYL inhibition,compound
-3.1%,COC(=O)C1=C(C)N(CC2CCCO2)C(=O)C1 (stereo not given)
-7.0%,O=c1n(-c2ccccc2)c(=O)n2n1CCC2
-1.0%,O=C(O)CCC(=O)c1ccc2c(c1)OCCO2
-5.7%,COCCCNC(=O)c1ccc(N2CCCC2)c(NS(=O)(=O)c2ccc(C)cc2)c1
-11.7%,COc1ccccc1C(=O)NC(CCSC)C(=O)OCC(=O)NC(=O)NCc1ccco1 (stereo not given)
5.1%,Cc1ccc(-c2nsc3c(N4CCN(C(=O)c5ccco5)CC4)ncnc23)cc1
5.7%,CCOC(=O)CC1=C(C(=O)OCC)C(c2ccncc2)C(C#N)=C(N)O1 (stereo not given)
5.7%,O=C1C(=O)N(CCOCCO)C(c2ccccn2)/C1=C(\O)c1ccccc1 (stereo not given)
3.6%,O=S(=O)(c1ccc(F)c2ccccc12)N1CCCCC1
-11.1%,CC(C)(CNC(=O)c1cc(=O)[nH]c2ccccc12)N1CCOCC1
-1.7%,O=S(=O)(Nc1ccc2nc(-c3ccc(Br)o3)[nH]c2c1)c1ccccc1
-1.2%,CCOC(=O)c1[nH]c2ccc(Cl)cc2c1-c1ccccc1
-8.2%,COc1ccc(S(=O)(=O)N(C)c2ccc(OCC(=O)Nc3cc(C)on3)cc2)cc1
-25.0%,COc1ccc(-n2c(SCC(=O)OC(C)C)nnc2-c2ccccn2)cc1
0.7%,COC(=O)c1ccc(N2C(=O)c3ccc(OC)c(OC)c3C2=O)cc1
-2.6%,COc1ccc(-c2cc(C(=O)OCC(=O)Nc3cc(C)on3)c3ccccc3n2)cc1OC
-2.4%,O=C(COc1ccccc1Br)N1CCN(c2ccccc2)CC1
5.9%,CCN1C(=O)/C(=C\c2cccc(C(F)(F)F)c2)SC1=S
-22.2%,O=C(CN1C2=NCCCN2c2ccccc21)c1ccc2c(c1)OCO2
-6.2%,CCCN(C(=O)c1cccs1)c1nnc(-c2ccncc2)s1
0.8%,CC(=O)c1ccc(N2C(=O)C3C4C=CC(CC4)C3C2=O)cc1 (stereo not given)
-8.2%,Cn1c(N)c(C(=O)Nc2ccc3ccccc3c2)sc1=S
-9.9%,O=C(c1ccc(Cl)cc1)C1CCN(C(=O)C2CC2)CC1
-2.1%,Cc1ccc(/C=N/N2CCN(c3ccc(Cl)cc3)CC2)o1
6.7%,Cc1ccc(N(CC(=O)Nc2ccc3c(c2)OCCO3)S(=O)(=O)c2c(C)n[nH]c2C)cc1

# This is a subset (hit frequency here may not be typical).
